Screening results deposited in PubChem BioAssay by several laboratories.
SRC1 inh: human NCOA1 inhibition; HEK293 GAL4-SRC1 luciferase reporter, luminescence; inhibition, % at 3.6 µM; actives 0.12% (n = 360,000); AID 588354;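 active = inhibition above the campaign mean plus 3 SD, with each screening campaign given its own cutoff, cut at about 60% in these data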;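 note: 0% = DMSO treated cells and 100% = gossypol at 36 µM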
Target sequence (Q15788 whole entry, looked up, the tested form may be a part): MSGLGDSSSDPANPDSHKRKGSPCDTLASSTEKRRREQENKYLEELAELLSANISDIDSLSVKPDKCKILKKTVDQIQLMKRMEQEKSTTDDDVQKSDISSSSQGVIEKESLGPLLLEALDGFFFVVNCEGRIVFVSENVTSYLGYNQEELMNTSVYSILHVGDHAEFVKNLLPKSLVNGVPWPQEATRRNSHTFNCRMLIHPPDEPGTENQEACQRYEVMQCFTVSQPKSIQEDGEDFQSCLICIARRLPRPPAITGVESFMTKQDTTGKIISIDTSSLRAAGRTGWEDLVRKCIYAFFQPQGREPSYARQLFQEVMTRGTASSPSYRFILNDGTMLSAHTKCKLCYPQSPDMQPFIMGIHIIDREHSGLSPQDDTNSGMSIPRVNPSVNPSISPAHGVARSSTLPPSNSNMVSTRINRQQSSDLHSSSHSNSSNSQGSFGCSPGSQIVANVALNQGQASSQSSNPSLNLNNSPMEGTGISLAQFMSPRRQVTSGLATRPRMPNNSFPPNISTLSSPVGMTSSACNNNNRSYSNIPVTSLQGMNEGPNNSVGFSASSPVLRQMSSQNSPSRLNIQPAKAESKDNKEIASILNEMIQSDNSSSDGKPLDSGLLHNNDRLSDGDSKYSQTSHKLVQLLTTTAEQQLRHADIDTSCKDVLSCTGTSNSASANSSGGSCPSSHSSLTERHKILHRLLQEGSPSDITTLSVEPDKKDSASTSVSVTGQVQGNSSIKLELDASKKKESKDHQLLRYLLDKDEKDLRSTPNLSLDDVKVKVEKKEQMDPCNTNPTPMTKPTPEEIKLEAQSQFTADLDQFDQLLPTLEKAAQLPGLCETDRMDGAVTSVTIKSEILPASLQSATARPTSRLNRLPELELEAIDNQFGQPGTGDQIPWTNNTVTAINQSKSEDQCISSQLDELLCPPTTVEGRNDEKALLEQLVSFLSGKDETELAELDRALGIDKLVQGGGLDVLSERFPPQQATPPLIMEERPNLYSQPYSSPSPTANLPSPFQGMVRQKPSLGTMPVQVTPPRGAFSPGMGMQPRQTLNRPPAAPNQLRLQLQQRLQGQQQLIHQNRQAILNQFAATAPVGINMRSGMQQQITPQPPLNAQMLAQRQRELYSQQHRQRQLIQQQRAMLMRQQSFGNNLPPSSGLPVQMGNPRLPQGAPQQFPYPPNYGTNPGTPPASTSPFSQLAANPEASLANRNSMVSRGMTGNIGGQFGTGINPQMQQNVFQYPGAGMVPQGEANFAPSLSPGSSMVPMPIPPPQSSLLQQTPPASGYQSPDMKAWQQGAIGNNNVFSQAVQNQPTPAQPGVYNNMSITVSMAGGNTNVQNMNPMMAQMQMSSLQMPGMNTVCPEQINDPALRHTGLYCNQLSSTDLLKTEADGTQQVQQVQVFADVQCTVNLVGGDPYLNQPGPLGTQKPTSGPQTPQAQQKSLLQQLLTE
ABHD5 PLIN5 PPI: blocks binding of human ABHD5 to perilipin-5; Q00G26+Q8WTS1; Split G. princeps luciferase complementation, luminescence, 4 h; inhibition, % at 4 µM; actives 0.78% (n = 360,000); AID 602281;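 active = inhibition above the mean inhibition across every tested compound plus 3 SD, cut at about 22% in these data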;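 note: 0% = DMSO only wells and the 100% control is not disclosed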
NCOA2 inhibitor: human SRC2 (NCOA2) inhibition; HEK293 GAL4-SRC2 luciferase reporter, luminescence; actives 0.17% (n = 370,000); inhibition, % at 9 µM; AID 651957;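 active = inhibition above the mean inhibition of all tested compounds plus 3 SD, set per campaign, cut at about 52% in these data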;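 note: 0% = DMSO treated cells and 100% = cells given Gossypol at 36 µM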
NOD2 RIPK2 PPI: inhibitors of human NOD2-RIPK2 interaction | inhibition, % at 4.98 µM | actives 0.38% (n = 360,000) | CHO BLA complementation NOD2-RIPK2, CCF4 ratio; in the data active = inhibition above about 21%;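 note: 0% = vehicle only and 100% = reference blocker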
LMP1 NFkB inh: reduces LMP1-driven NF-kappaB luciferase signal. actives 0.69% (n = 350,000). LMP1-induced NF-kappaB luciferase reporter cells, luminescence. inhibition, % at 12.5 µM. AID 504558; in the data active = inhibition above about 41%;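 note: 0% = neutral control wells and 100% = reference inhibitor control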
SRC3 inh: inhibits human SRC3 coactivator; HEK293 GAL4-SRC3 luciferase reporter, luminescence; inhibition, % at 3.6 µM; actives 0.17% (n = 360,000);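 active = inhibition above a per-campaign cutoff, the mean of all compounds plus 3 SD, cut at about 60% in these data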;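 note: 0% = DMSO-treated cells and 100% = gossypol-treated cells at 36 µM; higher means less SRC3-driven luciferase light from the GAL4 reporter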
MC4R antag cAMP: human MC4R antagonism in cAMP assay; P32245; MC4R-expressing cells, MTII-stimulated cAMP, LANCE TR-FRET; inhibition, % at 6.5 µM; actives 0.48% (n = 360,000); AID 540295;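 active = inhibition above its plate's cutoff, the mean of tested wells on that plate plus 3 SD, cut at about 29% in these data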;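 note: 0% = Melanotan II alone and 100% = Melanotan II plus saturating MCL0020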
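Assay system: U2OS-MC4R stable cell line; Also added: Melanotan II; Technique: Eu-cAMP/anti-cAMP TR-FRET, emission 671 nm; Times: 30-min compound, 1-h challenge, 1-h detection, room temperature.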
TLR9-MyD88 block: blocks human TLR9 binding to MyD88. Q9NR96+Q99836. CHO BLA complementation TLR9-MyD88, CCF4 FRET ratio. inhibition, % at 4.98 µM. actives 0.21% (n = 340,000);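 active = inhibition above the mean over all tested compounds plus 3 SD, cut at about 21% in these data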;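 note: 0% = DMSO only wells and 100% = clavulanate BLA inhibitor control wells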
NR5A2 inv ag: inverse agonists of human LRH-1 (NR5A2) | O00482 | HEK293T StAR-luciferase reporter, LRH-1 transfected, 24 h | inhibition, % at 3.6 µM | actives 0.13% (n = 360,000);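 active = inhibition above the mean inhibition of all tested compounds plus 3 SD, cut at about 73% in these data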;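 note: 0% = DMSO wells and 100% = reporter-only cells lacking LRH-1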
MC4R barr agon: human MC4R agonism via beta-arrestin | AID 540308 | actives 0.98% (n = 360,000) | U2OS MC4R beta-arrestin complementation, luminescence; percent of melanotan II response, DMSO zero | activation, % at 8.9 µM;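 active = activation above a per-plate cutoff, the mean activation of sample wells on that plate plus 3 SD, cut at about 8% in these data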
NR2F2 inh: NR2F2 (human) inhibition, primary screen; inhibition, % at 8.6 µM; P24468; AID 686940; actives 0.7% (n = 370,000); HEK293T NGFI-A luciferase reporter, luminescence;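 active = inhibition above a per-plate cutoff, mean inhibition of test wells between control levels plus 3 SD, cut at about 38% in these data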;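 note: cells cotransfected with COUP-TFII expression vector driving the NGFI-A reporter; 0% = median of COUP-TF2 test wells and 100% = reporter-only cells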
* = called active by the depositor; nt = not tested or not shown.

SMILES | SRC1 inh | ABHD5 PLIN5 PPI | NCOA2 inhibitor | NOD2 RIPK2 PPI | LMP1 NFkB inh | SRC3 inh | MC4R antag cAMP | TLR9-MyD88 block | NR5A2 inv ag | MC4R barr agon | NR2F2 inh
Cc1ccc(N(CC(=O)NC2CCCC2)C(=O)c2c(C)noc2C)cc1C | 0 | 2 | -14 | 0 | -5 | 12 | 5 | -4 | -6 | -1.9 | 5
C#Cc1ccc(CN2CCCC(C(=O)Nc3ccccc3Oc3cccnc3)C2)cc1 (configuration not stated) | -4 | -3 | 7 | -8 | 7 | 3 | 0 | 4 | 7 | -2.1 | 3
COc1ccc(OCc2nnc(SCC(=O)N(C)Cc3ccccc3)n2N)cc1 | -3 | 1 | 16 | 2 | -1 | 10 | -5 | -8 | -5 | 1.5 | 12
CN(c1ccc(F)cc1)S(=O)(=O)c1ccc(Cl)c(C(=O)OCC(=O)NCc2ccco2)c1 | -12 | 1 | 26 | 6 | 2 | 13 | 6 | 14 | -3 | 0.5 | 5
O=c1c2ccccc2nc(SCc2cn3ccsc3n2)n1-c1ccc(F)cc1 | -13 | 7 | 5 | -6 | 11 | 9 | -49 | -2 | -2 | -0.9 | -11
COC(=O)C1=C(C)N(Cc2ccc(OC)c(OC)c2)C(=O)C1 | -9 | -4 | 11 | -8 | 5 | -12 | -1 | 5 | 13 | -1.4 | 0
CNC(=O)/C(C#N)=C\c1ccc(CNS(=O)(=O)c2ccc(Cl)cc2)o1 | -5 | -2 | -38 | 5 | -8 | 17 | -1 | -1 | -9 | -1.5 | 9
Cc1ccc(C2=NN(CC(=O)NCCN(C)C)C(=O)CC2)cc1 | -7 | -1 | 4 | 4 | 6 | -11 | 4 | 6 | 22 | -1.6 | 24
C/C(=N/NC(=O)c1ccoc1C)c1ccc(NC(=O)C2CCCC2)cc1 | -95 | 4 | -56 | 7 | -3 | -54 | 7 | 5 | -124 | -0.4 | -25
CCc1nc(N2CCN(C(=O)c3ccccc3)CC2)c2c3c(sc2n1)CCCC3 | 5 | 4 | 10 | -1 | 7 | 5 | 17 | -7 | 9 | 1.3 | 9
Cc1noc(NC(=O)c2c(-c3c(Cl)cccc3Cl)noc2C)c1[N+](=O)[O-] | -11 | -1 | -13 | -13 | nt | 7 | 19 | nt | -1 | -0.2 | -15
Cc1ccccc1NC(=O)Cc1nnc(SCC(=O)NC2CCCC2)n1C | -5 | 8 | -3 | -3 | 3 | 4 | 5 | -9 | -2 | -1.9 | -6
O=C(O)c1ccc(NCCc2ccc(Cl)cc2)c([N+](=O)[O-])c1 | 9 | 0 | -2 | -3 | -4 | 12 | 9 | -1 | 13 | -0.7 | -15
CCn1c2ccc(CC(=O)O)cc2c2cc(CC(=O)O)ccc21 | -23 | 4 | -13 | 3 | -19 | -6 | 13 | -1 | -9 | -2.6 | -12
COc1ccc(C(=O)Nc2ccc(/C(C)=N/NC(=O)c3ccccc3O)cc2)cc1OC | -3 | -2 | -70 | -6 | 0 | 3 | 1 | -5 | -41 | 0.8 | -5
C/C(=N\Nc1ccc(S(=O)(=O)N2CCCCC2)cn1)c1cccc(Br)c1 | 3 | 5 | -15 | -3 | -22 | 4 | 5 | -8 | 7 | 1.4 | -5
Cc1ccc(CNC(=O)c2nccnc2C(=O)O)cc1 | -27 | -12 | 2 | 4 | 12 | -19 | 20 | -7 | -2 | 0.9 | 10
CCN(CC)S(=O)(=O)c1cc(NC(=O)COC(=O)C2CCC2)ccc1C | 4 | 3 | -5 | 4 | 1 | -6 | 7 | -4 | -26 | -1.4 | -3
Cc1ccc(NC(=O)CSc2nc(-c3ccco3)nc3cc(=O)[nH]n23)c(Cl)c1 | -2 | 3 | -27 | -3 | -1 | -20 | -8 | 8 | -12 | -2.3 | 6
CC1(c2ccccc2)NC(=O)N(CC(=O)Nc2nnc(C3CC3)s2)C1=O (configuration not stated) | -6 | -6 | 7 | 3 | -3 | -3 | 6 | 0 | -3 | -1.6 | 14
COc1ccc(NC(=O)c2cc(S(=O)(=O)N3CCOCC3)cn2C)cc1Cl | 8 | -1 | -30 | 4 | 7 | 15 | 12 | -1 | -15 | -0.2 | -5
CCc1ccc(-c2csc(NC(=O)C3CC(=O)N(c4ccc5c(c4)OCCO5)C3)n2)cc1 (configuration not stated) | -12 | -3 | 26 | -4 | 25 | 9 | 13 | 11 | -4 | 1.2 | 27
COc1cc(CN2CCC(C(=O)NCCC(C)C)CC2)ccc1OCc1ccccc1 | -54 | 1 | -26 | -1 | -22 | -26 | -1 | -16 | -30 | -1.3 | -42
CC1(C(=O)NCC2CC2)C=CC2(CCCCC2)N1C(=O)c1ccccc1 (configuration not stated) | -12 | 0 | nt | 2 | -20 | -11 | -2 | -10 | -31 | 0.8 | nt
COc1ccc(N=Cc2cc(Cl)ccc2O)cc1Cl | -6 | 3 | -2 | -8 | -5 | 10 | 0 | -3 | -10 | -0.9 | 16
Carrying on.
SMILES | SRC1 inh | ABHD5 PLIN5 PPI | NCOA2 inhibitor | NOD2 RIPK2 PPI | LMP1 NFkB inh | SRC3 inh | MC4R antag cAMP | TLR9-MyD88 block | NR5A2 inv ag | MC4R barr agon | NR2F2 inh
CCCN(CC1CC1)C(=O)COC(=O)c1[nH]c(C)c(C(=O)OCC)c1C | 8 | 5 | 2 | -5 | -4 | 15 | 6 | 1 | 17 | -0.7 | 24
COc1ccc(NC2SC(=O)N(C)C2=O)cc1 (configuration not stated) | -7 | -3 | 2 | -9 | -10 | 2 | 5 | 0 | -22 | -0.3 | -4
COc1ccc(/C=N/OCC(=O)NCC(C)C)c(OC)c1 | -11 | -1 | 12 | 0 | 1 | 16 | 0 | -4 | 19 | -1.3 | 9
CCOC(=O)Cn1c(=N)n(Cc2ccccc2)c2ccccc21 | 0 | 5 | -8 | -4 | -9 | 2 | -7 | -1 | 18 | 3.0 | -23
Cc1cccc(N=C2NN=C(c3c(C)[nH]c4ccccc34)CS2)c1 | -7 | -7 | 3 | -15 | -52 | 5 | 8 | -3 | 36 | -1.0 | 17
CC(C)(C)NCc1cc(Cl)ccc1OCc1ccccc1F | 8 | 1 | -5 | -19 | -20 | 9 | -3 | 3 | 15 | -0.9 | 27
CCOC(=O)c1ccc(S(=O)(=O)N2CCN(C3CCCC3)CC2)cc1 | 2 | 0 | -3 | -12 | -15 | 18 | -11 | nt | 14 | 1.5 | -2
O=C(NCc1cccs1)C1CCC(CNS(=O)(=O)c2ccc(Br)s2)CC1 (configuration not stated) | -1 | 2 | 21 | 10 | 0 | 0 | -2 | 12 | 2 | 1.0 | 6
Cc1ccc2nc(SCC(=O)Nc3cccc(S(N)(=O)=O)c3)[nH]c2c1 | -5 | 3 | 4 | -6 | -10 | 10 | 10 | -8 | 21 | -0.9 | -14
COc1cc2c(cc1OC)C(c1ccccc1)N(C(=O)CCl)CC2 (configuration not stated) | -48 | 8 | 4 | -1 | -1 | 14 | -10 | -2 | -17 | -2.1 | -17
O=C(CSc1nncs1)NC(=O)NCc1ccccc1 | 1 | -9 | -12 | 1 | -4 | -4 | 0 | -13 | -1 | -2.5 | 14
CCOc1ccc(NS(=O)(=O)c2cc3c(cc2C)N(C)CCO3)cc1 | 5 | -2 | 25 | -2 | 9 | 2 | 11 | -17 | -4 | 3.0 | 13
CC(=O)Oc1ccccc1C(=O)NC(C)CCc1ccccc1 (configuration not stated) | -17 | 0 | 16 | 3 | -6 | 5 | 7 | -7 | 5 | -1.9 | 0
CC(CC(=O)NC1CCCCC1)S(=O)(=O)c1ccc2c(c1)NC(=O)CO2 (configuration not stated) | -6 | -7 | 0 | -1 | 4 | 11 | 10 | 6 | 3 | -1.4 | 0
O=C(Nc1ccc(S(=O)(=O)N2CCOCC2)cc1)C1CCN(S(=O)(=O)c2ccc(F)cc2)CC1 | 0 | -10 | 6 | 5 | 4 | 2 | -3 | -1 | 8 | -2.4 | -5
CN1CCN(C(=O)c2cc3c(=O)n4ccccc4nc3s2)CC1 | -1 | 5 | -13 | 8 | -3 | -19 | -2 | -2 | -20 | -0.9 | -7
Cc1ccc2c(c1)sc(=NC(=O)c1cccs1)n2C | -29 | 13 | 38 | 0 | 33 | -35 | 4 | 3 | -46 | 0.6 | 1
CCOC(=O)C1=C(C)SC2=NS(=O)(=O)CCN21 | -12 | 4 | -4 | 6 | 5 | -7 | 1 | 7 | 0 | 1.3 | -1
O=C(O)CSc1c2c(nc3cc(C(=O)Nc4cccc(C(F)(F)F)c4)ccc13)CCCC2 | 1 | -3 | -21 | -5 | 1 | 4 | 1 | -6 | -8 | -1.1 | -1
O=C(/C=C/c1ccccc1[N+](=O)[O-])N1CCN(c2ccc(F)cc2)CC1 | -16 | 3 | 14 | 1 | -9 | -3 | 19 | 0 | -1 | -4.0 | 7
CCN(CC)C(=O)c1cc2sc3ccccc3c2s1 | -75 | 0 | -22 | 2 | -29 | -87 | 6 | 3 | -130 | -2.1 | -31
CCCc1cc(=O)oc2cc(C)cc(OCC(=O)Nc3ccc(S(N)(=O)=O)cc3)c12 | 10 | -3 | 6 | -5 | 3 | -12 | -1 | -3 | 0 | 0.0 | -4
CC(=O)Nc1cccc(/C(C)=N/NC(=O)c2ccc(NS(=O)(=O)c3cccs3)cc2)c1 | -16 | -13 | -21 | -9 | -4 | -8 | -6 | -5 | -5 | -2.7 | -29
CCOC(=O)c1ccc(S(=O)(=O)N2CCC(C(=O)OCC)CC2)cc1 | -12 | -1 | 16 | 8 | -13 | 5 | -2 | 9 | 17 | 2.6 | -9
COc1ccc(N2CCN(C(=O)C(CCSC)N=C3NS(=O)(=O)c4ccccc43)CC2)cc1 (configuration not stated) | 1 | 5 | -18 | 2 | -8 | 15 | 4 | 2 | -15 | -1.6 | 10
Other entries
SMILES | SRC1 inh | ABHD5 PLIN5 PPI | NCOA2 inhibitor | NOD2 RIPK2 PPI | LMP1 NFkB inh | SRC3 inh | MC4R antag cAMP | TLR9-MyD88 block | NR5A2 inv ag | MC4R barr agon | NR2F2 inh
O=C(N/N=C/c1ccncc1)c1cc([N+](=O)[O-])cc([N+](=O)[O-])c1 | 6 | 3 | 17 | -4 | -6 | 17 | -5 | 4 | 4 | 1.6 | -3
Cc1cc(SCc2ccccc2Cl)nc(=O)[nH]1 | -4 | -5 | -8 | -6 | 0 | -12 | 4 | 7 | -26 | -0.2 | -2
CCc1ccc2c(c1)NC(=O)C2(C)Cc1cccc(F)c1 (configuration not stated) | -14 | -14 | -21 | 2 | nt | -6 | 1 | nt | -6 | -1.6 | -3
CC(C)(C)C(=O)OCc1nc(-c2ccc(F)cc2)cs1 | -18 | -3 | -38 | -12 | -19 | -17 | 5 | -6 | -11 | -0.5 | -10
COc1ccccc1CN(C)C(=O)c1cnc(C)cn1 | -33 | -4 | -33 | -4 | 1 | -26 | 3 | -1 | -8 | -0.6 | 3
O=C1C(CCCNC(=S)NCc2ccccc2)NC(=S)N1Cc1ccccc1 (configuration not stated) | -24 | -3 | 13 | 0 | -17 | 12 | 6 | -3 | 13 | -0.9 | 11

Not all compounds are listed; rates above refer to the full screens.
